TAG inh = inhibitors of triacylglycerol accumulation. H9c2 cells, Nile Red lipid (TAG) fluorescence; cells loaded with 200 µM oleic acid. inhibition, % at 12.5 µM. 0.66% of 230,000 active. AID 651582;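 active means pattern-corrected inhibition of lipid staining of at least 50% with the nuclear-stain viability signal not falling by more than 50%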;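 further: 0% = DMSO wells and 100% = triacsin C control wells; some results filed as inactive read as strong as hits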
TAG inh DAPI viability = further read-out of TAG inh, marked with its call; DAPI nuclei signal change (viability), lower = more cytotoxic, %;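 whole-well DAPI fluorescence read on a plate reader as a viability signal; minus 50 percent equals half of cells still viable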
Active calls of the source: *. This is a subset; rates above refer to the full screens.

The first 14 entries as a preview:
SMILES | TAG inh | TAG inh DAPI viability
CCC(C)NC(=O)CSc1nc2ccccc2c(=O)n1Cc1ccc(OC)cc1 (stereo not drawn) | 6.8 | -2.1
CC(=O)Nc1ccc(Oc2ccc3c(c2)C(=O)NC3=O)cc1 | 2.3 | 1.3
O=S(=O)(c1ccsc1)N1CC=C(c2ccccc2)CC1 | -4.1 | -0.5
COc1ccc(N/C=C/C(=O)c2ccc(Oc3ncccn3)cc2)cc1 | -2.7 | -5.7
CCOc1ccc(-n2nc3c(=O)[nH]nc(C)c3c2C)cc1 | -1.3 | -0.2
Cc1cnnn1-c1cccc([N+](=O)[O-])c1 | -5.5 | 2.3
Cc1ccc(C2CC(C(F)(F)F)n3nc(C(=O)NCCN4CCOCC4)cc3N2)cc1 (stereo not drawn) | -42.5 | 13.1
O=C(c1ccc(F)cc1)N1C2CCC1CC(O)(c1ccc(F)cc1)C2 (stereo not drawn) | 5.4 | -16.6
C/C(=N\NC(=O)c1cccc(C)c1)c1cccc(NC(=O)c2ccco2)c1 | 24.5 | -17.1
CCOCCCNC(=O)CCCOc1ccccc1 | 0.0 | -2.4
COc1cccc(CNC(=O)COC(=O)c2ccc(N3CCCC3=O)cc2)c1 | -0.2 | 9.2
O=C(NCc1cccnc1)c1cc(C(=O)C2CC2)c[nH]1 | -2.6 | -5.6
Cc1ccc(C)c(OCCC(=O)OCC(=O)NC(=O)NC2CCCC2)c1 | -1.5 | 1.0
CC(C)(C)NC(=O)C1CCCN(S(=O)(=O)c2cccc3cccnc23)C1 (stereo not drawn) | -13.8 | 1.9

Results (from the top)
SMILES | TAG inh | TAG inh DAPI viability
CCC(C)NC(=O)CSc1nc2ccccc2c(=O)n1Cc1ccc(OC)cc1 (stereo not drawn) | 6.8 | -2.1
CC(=O)Nc1ccc(Oc2ccc3c(c2)C(=O)NC3=O)cc1 | 2.3 | 1.3
O=S(=O)(c1ccsc1)N1CC=C(c2ccccc2)CC1 | -4.1 | -0.5
COc1ccc(N/C=C/C(=O)c2ccc(Oc3ncccn3)cc2)cc1 | -2.7 | -5.7
CCOc1ccc(-n2nc3c(=O)[nH]nc(C)c3c2C)cc1 | -1.3 | -0.2
Cc1cnnn1-c1cccc([N+](=O)[O-])c1 | -5.5 | 2.3
Cc1ccc(C2CC(C(F)(F)F)n3nc(C(=O)NCCN4CCOCC4)cc3N2)cc1 (stereo not drawn) | -42.5 | 13.1
O=C(c1ccc(F)cc1)N1C2CCC1CC(O)(c1ccc(F)cc1)C2 (stereo not drawn) | 5.4 | -16.6
C/C(=N\NC(=O)c1cccc(C)c1)c1cccc(NC(=O)c2ccco2)c1 | 24.5 | -17.1
CCOCCCNC(=O)CCCOc1ccccc1 | 0.0 | -2.4
COc1cccc(CNC(=O)COC(=O)c2ccc(N3CCCC3=O)cc2)c1 | -0.2 | 9.2
O=C(NCc1cccnc1)c1cc(C(=O)C2CC2)c[nH]1 | -2.6 | -5.6
Cc1ccc(C)c(OCCC(=O)OCC(=O)NC(=O)NC2CCCC2)c1 | -1.5 | 1.0
CC(C)(C)NC(=O)C1CCCN(S(=O)(=O)c2cccc3cccnc23)C1 (stereo not drawn) | -13.8 | 1.9
NC(=O)c1cccn1-c1ncc(C(F)(F)F)cc1Cl | 2.9 | -11.4
O=C(c1cc2ccccc2o1)N1CCN(Cc2ccc3c(c2)OCO3)CC1 | -19.7 | -0.1
O=C(CNC(=O)c1cc(S(=O)(=O)N2CCCCC2)ccc1N1CCOCC1)Nc1ccc(F)c(F)c1 | 11.2 | 1.5
CCCC1NC(=O)c2cccnc2-n2c1nc1ccc(Br)cc1c2=O (stereo not drawn) | -4.5 | -2.7
Cc1ccc(CN(c2ccc(C(=O)N3CCCC3)cc2)S(C)(=O)=O)cc1 | -6.9 | 12.3
COC(=O)C1C(=O)c2c(n[nH]c2C)CC1(C)C (stereo not drawn) | -6.2 | 9.7
CC(=O)S[C@@H]1CC2=CC(=O)CC[C@]2(C)[C@H]2CC[C@@]3(C)[C@@H](CC[C@@]34CCC(=O)O4)[C@H]12 | -0.8 | -3.4
Cc1cccc(CSc2nnc(-c3cccs3)n2Cc2ccco2)c1 | -4.3 | -2.0
O=C1CC2CS(=O)(=O)CC2N1c1ccc(Cl)cc1Cl (stereo not drawn) | 10.5 | -6.5
Cc1ccc(NC(=O)CSCC(=O)Nc2ccc(N3CCOCC3)c(Cl)c2)cc1 | 0.2 | -0.3
COc1ccc(NC(=O)CSc2nnc(-c3ccoc3C)n2CCc2ccccc2)cc1 | 12.3 | 0.8
O=C(CCNC(=O)c1ccc(Br)cc1)Nc1cc(Cl)ccc1-n1cncn1 | 20.7 | -3.3
Cc1ccccc1-n1c(SCC(=O)N/N=C/C=C/c2ccccc2[N+](=O)[O-])nc2ccccc2c1=O | -6.4 | -2.8
O=C1C2C3C=CC(C3)C2S(=O)(=O)C2C3C=CC(C3)C12 (stereo not drawn) | -7.6 | 5.4
CCOC(=O)N1CCC(NC(=O)C2CCCN(Cc3nc(-c4cccc(Cl)c4)oc3C)C2)CC1 (stereo not drawn) | -11.6 | -6.4
COc1cc(C(=O)Sc2ccc(C)cc2)cc(OC)c1OC | 12.6 | -0.9
Cc1cc(NC(=O)Nc2cccc3ccccc23)no1 | -22.0 | 5.4
Cc1nn(-c2ccccc2)c(-c2ccccc2[N+](=O)[O-])c1C(=O)O | -0.9 | -4.5
CC(C)N(Cc1ccccc1)C(=O)COC(=O)c1ccc(S(=O)(=O)N2CCOCC2)cc1 | -19.9 | 9.0
NC(=O)CSc1ccc(Br)cc1 | -2.4 | -7.6
OCC[C@H]1NCc2cc(CO)cc(-c3ccccc3)c21 | -34.9 | 0.5
COc1ccc(Cc2noc(CN3CCN(c4ccc(Cl)cn4)CC3)n2)cc1OC | -24.9 | 12.0
CCOC(=O)C1=C(COC(=O)CCc2ccc(CC)cc2)NC(=O)NC1C (stereo not drawn) | 0.5 | 79.4
Cc1cccc2cc(-c3nc4c(C)cccn4c3NCc3ccco3)c(=O)[nH]c12 | -14.9 | 4.8
COc1ccc(CC(=O)OCC(=O)N2c3ccccc3CC2C)cc1OC (stereo not drawn) | -0.8 | -2.4
Cc1cccc(C(=O)Oc2ccc(/C=N/NC(=O)c3ccc(O)cc3)cc2)c1 | 7.9 | 1.4
COc1ccc(CCNC(=O)c2ccccc2SC)cc1 | -11.8 | 3.6
O=C(NCC(c1cccs1)N1CCOCC1)c1cc(-c2ccc(F)cc2)nc2ccccc12 (stereo not drawn) | 23.1 | -4.4
O=C(NCc1cccnc1)NC1(c2ccccc2)CC1 | 0.9 | -0.3
CCn1nc(C)c(Br)c1-c1nc(-c2cccc(C)c2)no1 | -2.2 | -13.5
CC(C)c1ccc(OCC(=O)NC2CCCC2)cc1 | 1.9 | 2.1
O=c1/c(=C/c2ccc([N+](=O)[O-])cc2)sc2n1CCCN=2 | -9.0 | -0.2
CCCCc1nnc(SC(C)C(=O)Nc2nccs2)n1C (stereo not drawn) | 5.2 | 3.4
CCCCC(=O)Nc1cc(OCC)c(NC(=S)NC)cc1OCC | -6.4 | 8.0
Cc1cc2nc(=O)c(/C=C3\C=Nc4ccccc43)c(N)n2o1 | 11.2 | -3.2
CCOC(=O)Cc1csc(NC(=O)CCc2ccccc2)n1 | 0.7 | -4.6

Later entries
SMILES | TAG inh | TAG inh DAPI viability
CCCS(=O)(=O)N1CCC(C(=O)NCCC(C)C)CC1 | 4.0 | -8.9
O=C(NCc1ccccc1)c1cccc(F)c1F | -0.8 | 7.0
CC1(C(=O)N2CCC(CO)(Cc3cccc(C(F)(F)F)c3)CC2)CC1 | -3.6 | 2.8
COc1ccc(NC(=O)C2CCCN(S(=O)(=O)c3cccc4cccnc34)C2)c(OC)c1 (stereo not drawn) | -2.9 | -8.8
COc1ccc(Cn2c3ccc(OC)cc3c3nc4ccccc4nc32)cc1 | -2.8 | 32.8
COc1ccc(C(c2nnnn2Cc2ccc(F)cc2)N2CCN(c3ccc(OC)cc3)CC2)cc1 (stereo not drawn) | -10.8 | 3.3
O=C(COC(=O)c1ccc(O)cc1)Nc1ccc(N2CCCCC2)cc1 | 14.7 | -0.5
COc1ccc(-c2cc(C(F)(F)F)nc(-n3ccnc3)n2)cc1 | 5.8 | -1.2
COc1ccc2cc(CCNC(=O)C3CC3)c(=O)[nH]c2c1 | -3.8 | 3.5
Cc1ccc(NC(=S)NCC2CCN(C(C)c3ccccc3)C2)cc1 (stereo not drawn) | -4.3 | 5.4
O=C(Nc1ccccc1Cl)c1cc(S(=O)(=O)N2CCC3(CC2)OCCO3)ccc1F | -3.9 | -7.6
Cc1occc1-c1nnc(SCC(=O)N2CCCCC2)n1C | -2.7 | 6.7
Cc1cc(N2CCN(C(=O)c3ccco3)CC2)nc(-c2ccccc2)n1 | 32.3 | -6.4
O=C1Nc2c(c(=O)[nH]c(=O)n2-c2ccccc2)C1(Nc1ncccn1)C(F)(F)F (stereo not drawn) | 8.6 | -1.0
C=CCOC(=O)C1C(=O)CC(C)(O)C(C(=O)OCC=C)C1c1ccc(OC)cc1 (stereo not drawn) | -10.2 | 6.8
C[N+]1(CCOc2ccc([N+](=O)[O-])cc2)CCOCC1 | 2.7 | -9.8
COc1ccccc1C1C(C(N)=O)=C(C)Nc2nc(-c3ccc(Cl)cc3)nn21 (stereo not drawn) | 18.4 | -9.7
COc1ccc(C(=O)NC(=S)N2CCCc3ccccc32)cc1OC | 0.4 | 3.4
Cc1ccc(C)c(S(=O)(=O)N2CCN(C(=O)Nc3ccccc3)CC2)c1 | 9.9 | -0.3
CCOC(=O)C1CCN(C(c2cccnc2)c2c(NC(=O)c3ccco3)sc(C)c2C)CC1 (stereo not drawn) | -3.6 | -3.8
COc1cc(OC)cc(C(=O)N2CCN(C(=O)c3ccc(-c4ccccc4)cc3)CC2)c1 | 17.9 | 3.4
Cc1ccccc1NC(=O)CN1C(=O)CSc2ccccc21 | -3.2 | -2.1
Cc1cc(C)cc(C(=O)N(NC(=O)Nc2ccc(Cl)cc2)C(C)(C)C)c1 | 28.6 | 7.0
CCOC(=O)C1C(=O)OC(C)(C)C1C(C)C(=O)c1ccc(C)cc1C (stereo not drawn) | 8.2 | -3.2
CCN(C(=O)COC(=O)CCC(=O)c1cccs1)c1ccccc1 | 11.7 | 1.7
O=S(=O)(Nc1ncccn1)c1ccc(NC(=S)N2CCN(c3cccc(C(F)(F)F)c3)CC2)cc1 | 17.7 | 6.5
CCC(=O)NC(Nc1nc(C)cs1)(C(=O)OC)C(F)(F)F (stereo not drawn) | -1.1 | -2.2
CC(C)=CC(=O)Nc1nnc(C(C)C)s1 | 1.0 | 0.1
Cc1cccc(-n2ccnc2SCC(=O)Nc2nnc(C)s2)c1 | -3.9 | -6.8
COC(=O)Nc1c(-c2ccccc2)nc2ccc(C)cn12 | 7.3 | 6.3
C=Cc1c(C)c2cc3[nH]c(cc4nc(cc5nc(cc1[nH]2)C(C)=C5CCC(=O)O)C(CCC(=O)O)=C4C)c(C)c3C=C | 12.5 | -12.2
COc1cc(NC(=O)Nc2nc(C(N)C3CCCCC3)cs2)cc(OC)c1OC (stereo not drawn) | 47.1 | 5.4
O=C(c1cccc([N+](=O)[O-])c1)c1ccc2c(c1)OCCOCCOCCO2 | -5.9 | 5.5
O=c1c2oc3nc4c(cc3c2ncn1CCCc1ccccc1)CCCC4 | -3.2 | 5.9
CCOC(=O)c1[nH]ncc1CN1CCc2ccc(NC(=O)C3CCCO3)cc2C1 (stereo not drawn) | -4.2 | -2.6
CCOc1cccc(/C=N/NS(=O)(=O)c2ccc(C)c([N+](=O)[O-])c2)c1O | -0.9 | -1.8
COc1ccc(NCC(=O)Nc2cccc(C(F)(F)F)c2)cc1S(=O)(=O)N1CCOCC1 | -0.3 | 10.8
C/C(=N\NC(N)=S)c1ccncc1 | 15.1 | -28.1
CCOC(=O)c1cnc2c([N+](=O)[O-])cnn2c1C | -5.8 | 5.8
COc1ccccc1CNC(=O)c1ccc(S(=O)(=O)N(C)c2ccccc2)cc1 | -3.8 | -1.7
O=C(NCc1ccncc1)C1CCC(=O)N(CCc2ccc(Cl)cc2)C1 (stereo not drawn) | 10.4 | 3.8
COc1ccc(NC(=O)CCCn2c(=O)[nH]c3ccccc3c2=O)cc1 | 3.9 | -9.3
CCN(CC)CCNC(=O)CCCCCn1c(=O)[nH]c2cc(C(=O)OC)ccc2c1=O | 12.6 | 1.2
CC(C)Oc1ccc(CN2CCC2(C)C(=O)Nc2cnc3ccccc3c2)cc1 (stereo not drawn) | 2.1 | -0.8
CN(CCc1ccccn1)C(=O)c1nn2c(C(F)(F)F)cc(-c3ccco3)nc2c1Cl | -10.5 | 7.3
COc1ccc(CCNC(=O)CCCn2nc(C)c([N+](=O)[O-])c2C)cc1OC | 4.8 | -2.0
Cc1ccc(C)c(OCc2nc3ccc(S(=O)(=O)Nc4c(C)n(C)n(-c5ccccc5)c4=O)cc3[nH]2)c1 | -4.4 | 5.0
CCOC(=O)c1ccc(NC(=O)COc2cc3oc(=O)c(CC(C)O)c(C)c3cc2Cl)cc1 (stereo not drawn) | -4.6 | 7.3
O=C(Nc1cccc(S(=O)(=O)NC2=NCCCCC2)c1)c1cc(-c2ccncc2)nc2ccccc12 | -2.1 | -1.9
CCCCN1C(=O)C2C(C(=O)Nc3cccc(OC)c3)C3C=CC2(O3)C1C(=O)NC1CCCCC1C (stereo not drawn) | 4.7 | 5.9
CC(OC(=O)C1CC1)C(=O)Nc1cccc(S(=O)(=O)N2CCOCC2)c1 (stereo not drawn) | 1.7 | -11.1
c1cncc(CNc2ncnc3sccc23)c1 | -5.6 | -2.0
O=C(CCCN1C(=O)C2C3C=CC(C3)C2C1=O)N1CCN(c2ccccc2)CC1 (stereo not drawn) | 3.2 | -0.7

Looked up above.
`CC(C)Oc1ccc(CN2CCC2(C)C(=O)Nc2cnc3ccccc3c2)cc1` (stereo not drawn) – TAG inh DAPI viability: -0.8
`O=S(=O)(Nc1ncccn1)c1ccc(NC(=S)N2CCN(c3cccc(C(F)(F)F)c3)CC2)cc1` – TAG inh DAPI viability: 6.5
